CRFBP-R2 block: antagonists of CRF-binding protein/CRF-R2 receptor complex; inhibition, % at 11.8 µM; HEK293 CRF-R2/CRF-BP, CRF-induced calcium fluorescence; actives 0.59% (n = 350,000);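 active = inhibition of the ligand-induced calcium signal above about 50% at the single tested concentration, limit read from the data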
CHRM5 agonist: CHRM5 agonism in calcium assay; P08912; CHO-K1 hM5 cells, Fluo-8 calcium fluorescence; 0% DMSO wells, 100% maximal acetylcholine response; activation, % at 3 µM; actives 0.19% (n = 360,000); AID 624037;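 active = activation above the run's mean over test compounds plus 3 SD, cut at about 23% in these data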;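 note: signal is peak over basal fluorescence ratio across the kinetic read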
CHRM4 PAM: CHRM4 positive allosteric modulation | actives 0.4% (n = 360,000) | P08173 | CHO-K1 hM4/Gqi5, Fluo-8 calcium fluorescence, ACh EC20; 0% = ACh EC20, 100% = maximal ACh | activation, % at 3 µM;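 active = activation above its plate's cutoff, the mean activation of sample wells plus 3 SD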; note: some results filed as inactive read as strong as hits
Target sequence (P08173 whole entry, looked up): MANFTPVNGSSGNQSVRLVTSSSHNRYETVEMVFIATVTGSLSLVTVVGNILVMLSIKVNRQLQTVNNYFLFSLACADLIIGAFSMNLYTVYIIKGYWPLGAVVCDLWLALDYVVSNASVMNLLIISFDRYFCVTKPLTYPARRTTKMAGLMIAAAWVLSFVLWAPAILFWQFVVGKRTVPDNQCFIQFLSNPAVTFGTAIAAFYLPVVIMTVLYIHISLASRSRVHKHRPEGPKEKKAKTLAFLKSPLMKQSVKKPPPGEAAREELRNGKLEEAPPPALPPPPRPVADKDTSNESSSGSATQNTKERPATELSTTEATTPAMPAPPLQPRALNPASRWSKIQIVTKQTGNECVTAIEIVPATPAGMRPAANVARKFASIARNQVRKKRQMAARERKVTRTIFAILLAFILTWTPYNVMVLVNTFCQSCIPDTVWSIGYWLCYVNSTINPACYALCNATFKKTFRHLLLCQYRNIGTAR
CHRM1 PAM: human CHRM1 positive allosteric modulation; CHO-K1 hM1, Fluo-8 calcium fluorescence, ACh EC20; 0% = ACh EC20, 100% = maximal ACh; activation, % at 3 µM; actives 0.088% (n = 360,000); AID 588819; in the data active = activation above about 19%, passing the limit was not always enough
Target sequence (P11229 whole entry, looked up): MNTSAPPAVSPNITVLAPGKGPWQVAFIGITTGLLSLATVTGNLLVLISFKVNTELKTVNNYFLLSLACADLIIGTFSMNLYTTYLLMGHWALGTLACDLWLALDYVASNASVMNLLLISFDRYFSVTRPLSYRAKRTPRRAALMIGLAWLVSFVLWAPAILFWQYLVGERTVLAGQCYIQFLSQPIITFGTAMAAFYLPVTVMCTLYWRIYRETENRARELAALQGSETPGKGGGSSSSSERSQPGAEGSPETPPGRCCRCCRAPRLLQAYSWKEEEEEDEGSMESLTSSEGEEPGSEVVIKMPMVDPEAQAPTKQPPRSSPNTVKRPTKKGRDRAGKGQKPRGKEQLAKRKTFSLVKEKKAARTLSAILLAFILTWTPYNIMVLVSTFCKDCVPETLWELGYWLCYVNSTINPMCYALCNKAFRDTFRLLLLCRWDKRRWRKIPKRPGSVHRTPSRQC
M5 PAM: positive allosteric modulators of human muscarinic M5 receptor. actives 0.3% (n = 360,000). CHO-K1 hM5, Fluo-8 calcium, ACh EC20 PAM; 0% = ACh EC20, 100% = ACh EC100. activation, % at 3 µM;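 active = activation above the run cutoff, the mean activation of all test compounds plus 3 SD, cut at about 18% in these data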
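Assay system: CHO-K1 hM5 cells / Incubation: Fluo-8 loading 80 min at 37 °C plus 30 min room temperature / Technique: Fluo-8 calcium dye fluorescence, kinetic read / Repeats: single replicate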
CRFBP-R2 agonist: agonists of human CRF-binding protein/CRF-R2 receptor complex. activation, % at 13.2 µM. actives 0.46% (n = 350,000). HEK293 CRF-R2/CRF-BP, calcium dye fluorescence (FLIPR); percent of saturating CRF peptide response. AID 588473;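 active = activation of at least 50%, plus an integration ratio under a set limit after plate pattern correction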;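 note: plate controls were neutral control wells without compound for no effect and CRF at EC100 for full effect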
CHRM4 antagonist: antagonists of human muscarinic M4 receptor (CHRM4) | inhibition, % at 3 µM | AID 624125 | P08173 | actives 0.73% (n = 360,000) | CHO-hM4 cells, ACh EC80, Fluo-8 calcium fluorescence;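 active = inhibition above its plate's cutoff, the mean inhibition of sample wells plus 3 SD, cut at about 27% in these data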;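 note: 0% = acetylcholine EC80 with DMSO and 100% = DMSO without agonist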
CHRM4 agonist: CHRM4 agonism in calcium assay | actives 0.14% (n = 360,000) | P08173 | CHO-K1 hM4/Gqi5, Fluo-8 calcium fluorescence; vehicle 0%, full acetylcholine response 100% | activation, % at 3 µM | AID 624127;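 active = activation above the run mean over all test wells plus 3 SD, cut at about 32% in these data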;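 note: peak over basal fluorescence ratio per well then scaled between controls; 0% = DMSO wells and 100% = acetylcholine at EC100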
M5 antag: CHRM5 antagonism in calcium assay; CHO-hM5 cells, Fluo-8 calcium fluorescence, ACh EC80; P08912; inhibition, % at 3 µM; actives 0.59% (n = 360,000);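 active = inhibition above a per-plate cutoff, the mean of that plate's test compounds plus 3 SD, cut at about 27% in these data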;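 note: 0% = acetylcholine EC80 with DMSO and 100% = DMSO without agonist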
Active calls of the source: *; x = not tested or not shown.

SMILES	CRFBP-R2 block	CHRM5 agonist	CHRM4 PAM	CHRM1 PAM	M5 PAM	CRFBP-R2 agonist	CHRM4 antagonist	CHRM4 agonist	M5 antag
Cc1ccc(NC(=O)c2nc[nH]c2C(=O)N2CCN(c3ccccc3)CC2)cc1	-1.2	5.1	8.4	3.8	3.6	-1.4	-9.9	0.8	-1.6
COc1ccc(N2C(=O)CN(Cc3ccc(OC)c(OC)c3)C2=S)cc1	23.8	2.3	-4.2	-1.2	-4.2	0.1	2.8	1.4	11.0
CCn1c(C(=O)N2CCc3ccccc3C2)cc2oc3ccccc3c21	-29.3	-0.2	-1.2	6.1	-2.3	-0.2	5.3	-1.6	-0.6
CCOCC(=O)Nc1nc2ccc(OC)cc2s1	-3.1	-3.6	2.2	1.4	-4.8	1.1	-23.0	2.9	-0.8
COCC(C)NC(=O)Cc1ccc(F)cc1 (configuration not stated)	5.3	0.1	7.8	5.4	0.3	-1.8	-4.8	0.6	-7.6
COCC1CCN(C(=O)c2ccc3nc(Cc4cccc(Cl)c4)oc3c2)CC1	5.1	1.4	2.7	-0.7	0.0	8.9	-17.7	3.9	-2.2
Cc1nn(-c2ccccc2)c2sc(-c3nnc(SCC(=O)O)o3)cc12	12.8	5.1	6.8	-4.7	-1.1	0.3	9.6	1.1	-5.8
CCCn1c(N)c(N(C)C)c(=O)n(CC(=O)Nc2ccc(OC(F)(F)F)cc2)c1=O	-1.7	9.8	6.0	1.2	1.9	0.1	-5.5	2.8	-2.5
CCc1[nH]nc2c1C(c1ccsc1)C(C#N)=C(N)O2 (configuration not stated)	-2.0	-2.2	10.8	10.0	1.3	-0.5	4.9	0.4	-0.2
Nc1ccn([C@@H]2O[C@H](C(=O)N[C@H]3c4ccccc4C[C@H]3O)[C@@H](O)[C@H]2O)c(=O)n1	x	4.1	-0.9	2.3	5.5	x	0.2	1.0	6.4
CSc1ccccc1NC(=O)CN(C)CC(=O)NCC(=O)Nc1ccc(F)cc1	-3.5	2.1	-0.7	6.1	0.2	-1.2	0.9	1.8	-3.7
C/C(CC(=O)NCc1ccc(Cl)cc1)=N\NC(=O)COc1ccc(C)cc1Br	3.7	-1.1	-8.0	18.0	6.4	-0.5	2.2	2.1	2.1
Cc1nnc(Oc2ccccc2F)c2ccccc12	-0.9	-4.7	-1.8	2.7	-11.6	-1.4	-3.2	-0.1	3.0
C=CCSc1nnc(CCCCCN2C(=O)c3cccc4cccc(c34)C2=O)o1	11.9	-1.4	-12.1	-2.7	1.2	1.2	0.5	5.5	-1.2
O=C(OC(C(=O)NCc1ccc2c(c1)OCO2)c1ccccc1F)c1ccco1 (configuration not stated)	-5.3	-9.0	-2.0	9.6	-8.4	0.8	2.9	5.0	2.4
CCOC(=O)c1[nH]c(C)c(C(=O)N2CCN(c3ccc(OC)cc3)CC2)c1C	26.0	3.6	-3.3	9.9	8.0	2.3	-3.5	1.3	-3.4
Cc1nn(-c2nnc(C)c(=O)[nH]2)c(C)c1SCC(=O)Nc1ccc(C(C)C)cc1	26.4	0.7	4.8	5.4	-2.5	-2.9	-11.9	0.7	0.0
Cc1ccccc1SCC(=O)Nc1cccc(C#N)c1	18.5	-2.5	9.3	5.3	1.4	-3.5	-1.3	3.6	-0.4
O=C(NC(=S)Nc1ccc(Cl)c(C(=O)O)c1)c1ccco1	2.4	-4.3	-3.9	-2.2	-7.9	-0.7	0.0	-0.4	23.8
Cc1ccc2c(c1)c1c3n2CCN=C3CCC1	1.1	-1.1	-5.8	4.3	4.1	-0.1	9.2	0.7	-0.6
O=C(CSc1ncn[nH]1)N1c2ccccc2Sc2ccccc21	3.7	-2.6	4.6	14.4	4.9	-0.4	-6.4	-1.8	2.0
Cn1cc(C(F)(F)F)nc1-c1ccc(OCC(O)CNCCOc2ccc(O)c(C(N)=O)c2)cc1 (configuration not stated)	-13.2	-0.5	3.0	-10.3	-1.6	-2.3	1.4	0.3	9.4
Cc1ccc(NC(=O)C2CCCN(S(=O)(=O)c3c(C)noc3/C=C/N(C)C)C2)cc1F (configuration not stated)	-76.4	5.0	4.4	2.1	-3.0	-4.7	8.3	6.5	4.3
CSc1ccc(/C=C/C(=O)c2ccc(NC(C)=O)cc2)cc1	9.3	0.5	12.4	6.6	-0.4	0.4	7.4	4.9	-0.3
O=C(CSc1nnc(CNC(=O)c2ccccc2)o1)NCc1ccco1	-3.4	-2.4	-2.9	8.1	-1.3	-0.2	3.2	0.1	-5.7

Two compounds picked at random from the list so far:
SMILES	CRFBP-R2 block	CHRM5 agonist	CHRM4 PAM	CHRM1 PAM	M5 PAM	CRFBP-R2 agonist	CHRM4 antagonist	CHRM4 agonist	M5 antag
Cc1ccc(NC(=O)C2CCCN(S(=O)(=O)c3c(C)noc3/C=C/N(C)C)C2)cc1F (configuration not stated)	-76.4	5.0	4.4	2.1	-3.0	-4.7	8.3	6.5	4.3
Cc1ccccc1SCC(=O)Nc1cccc(C#N)c1	18.5	-2.5	9.3	5.3	1.4	-3.5	-1.3	3.6	-0.4

Later entries.
SMILES	CRFBP-R2 block	CHRM5 agonist	CHRM4 PAM	CHRM1 PAM	M5 PAM	CRFBP-R2 agonist	CHRM4 antagonist	CHRM4 agonist	M5 antag
COC(=O)[C@]1(Cc2ccccc2)N[C@H](CN(C)C(=O)Nc2ccc(Cl)cc2)[C@@H]2C(=O)N(Cc3ccccc3)C(=O)[C@@H]21	-4.8	1.4	-2.3	3.0	-6.3	9.7	-3.9	11.3	3.4
COC(=O)c1sc2ccccc2c1N	3.9	-0.1	4.3	5.8	5.5	-0.6	-12.3	-0.8	-0.8
CCOc1ccc2[nH]c(=O)c(CN(Cc3ccco3)C(=O)c3ccc(Br)cc3)cc2c1	9.4	-1.9	-1.8	-6.2	-7.9	-0.1	-1.4	0.2	5.9
Cc1ccccc1C(=O)N1CCC(C(=O)OCc2ccccn2)CC1	-1.6	0.5	-0.5	4.0	-1.8	-1.5	-3.0	1.9	15.8
CCOc1ccc(CN2CCCC(CO)(Cc3ccccc3F)C2)cc1 (configuration not stated)	-14.1	-0.1	-12.8	-4.6	-6.9	0.1	-1.3	2.0	1.6
CCCC/C=C/[C@H](c1ccccc1)[C@H](CO)Cc1cccnc1	4.1	-9.5	-0.9	-1.4	-9.0	-3.6	-1.8	1.5	7.9
CC(C)[C@@H]1Cc2[nH]c(=O)[nH]c(=O)c2[C@H](C)O1	x	0.1	3.0	x	-8.0	x	-3.1	0.8	-4.0
COc1ccc(NC(=O)CSc2ncccn2)cc1S(=O)(=O)N1CCCCC1	4.2	-1.0	8.4	9.8	4.2	-0.7	-7.9	1.3	5.7
N#C/C(C(=O)N1CCOCC1)=C1/SC(Cc2ccccc2Cl)C(=O)N1c1ccccc1 (configuration not stated)	-4.4	-3.0	-8.5	3.5	-5.7	0.1	16.9	0.7	7.3
CCCOc1ccc(N/C=C/C(=O)c2cc(OC)c(OC)c(OC)c2)cc1	-0.1	-0.7	0.8	3.6	-0.2	-0.4	-4.8	0.4	0.1
O=C(CN1C(=O)C2CC=C(Cl)CC2C1=O)NCc1ccccc1 (configuration not stated)	-18.9	-4.4	-4.1	7.4	10.9	2.4	-5.7	0.1	-7.3
COc1ccc(CCNC(=O)C2CC(=O)N(c3ccc(F)cc3)C2)cc1OC (configuration not stated)	0.6	0.0	6.1	-0.9	-4.5	0.3	0.4	-0.8	4.0
Cc1cc(C)cc(NC(=O)CCN2C(=O)c3ccccc3C2=O)c1	5.0	-2.7	0.7	5.2	-3.1	-1.6	-4.5	-0.5	11.4
c1ccc2c(c1)Oc1cccc3cccc-2c13	-9.6	-1.0	2.5	20.3	0.7	1.8	-3.3	-0.5	3.9
O=C(N[C@@H](Cc1ccccc1)C(=O)NC1CC1)c1ccc(Cl)cc1	0.3	0.2	-6.0	19.0	0.7	-0.6	-3.6	0.7	2.1
CCN1C(=O)C2C(c3cccc(F)c3)NC(CC)(C(=O)OC)C2C1=O (configuration not stated)	6.8	0.4	-0.4	4.4	-0.2	-1.7	5.0	0.4	1.4
Cc1ccc(Cc2cnc(NC(=O)c3ccco3)s2)cc1	-20.0	5.1	13.0	5.5	1.4	0.7	-8.8	-0.8	-7.5
CC(C)N(C(=O)CN1CCN(C(=O)C2COc3ccccc3O2)CC1)C(C)C (configuration not stated)	4.0	2.2	1.4	-0.2	-4.0	-1.1	5.5	1.2	7.7
CCCCC(=O)Nc1cccc(NC(=O)C(C)C)c1	-5.6	-4.6	-4.9	2.1	-18.4	-1.5	5.1	5.8	8.6
COCCCNC(=S)Nc1cccc(S(=O)(=O)NC2=NCCC2)c1	-11.7	-0.8	-0.7	11.7	8.3	0.0	0.7	0.4	-1.1
CN(C(=O)CSc1nnc(Cc2ccccc2F)n1N)C1CCS(=O)(=O)C1 (configuration not stated)	-20.8	-2.6	-2.6	5.5	-8.1	0.1	14.3	0.8	9.7
Cc1ccc(C)c(N2CCN(S(=O)(=O)c3ccc4c(c3)CCN4C(=O)CCC(=O)O)CC2)c1	-30.0	1.3	-4.1	5.0	-1.4	-1.9	4.7	0.5	-2.8
CCOC(=O)c1ccc(-n2cc(C(=O)c3cccnc3)nn2)cc1	-6.3	-3.7	-3.7	10.3	0.9	0.1	2.3	0.5	-13.2
O=C(CSc1ncn[nH]1)Nc1ccnc2ccccc12	-17.4	0.7	-9.5	-2.1	-6.6	1.2	-6.2	2.0	-0.2
COc1cc(C(O)CO)ccc1OS(=O)(=O)O (configuration not stated)	13.1	1.1	-3.1	4.5	2.7	1.6	6.0	0.0	-6.4

Next part, starting with the last 2 of the part before.
SMILES	CRFBP-R2 block	CHRM5 agonist	CHRM4 PAM	CHRM1 PAM	M5 PAM	CRFBP-R2 agonist	CHRM4 antagonist	CHRM4 agonist	M5 antag
O=C(CSc1ncn[nH]1)Nc1ccnc2ccccc12	-17.4	0.7	-9.5	-2.1	-6.6	1.2	-6.2	2.0	-0.2
COc1cc(C(O)CO)ccc1OS(=O)(=O)O (configuration not stated)	13.1	1.1	-3.1	4.5	2.7	1.6	6.0	0.0	-6.4
Cc1[nH]c(C)c(S(=O)(=O)NCCc2ccccc2)c1C(=O)N1CCCCC1	70.4*	0.1	0.1	1.8	2.0	0.5	-7.1	1.4	-17.9
O=C(NN1C(=O)C2C3CCC(O3)C2C1=O)c1ccco1 (configuration not stated)	10.8	-1.3	12.4	4.1	-0.5	-2.5	12.6	0.8	-2.4
COC(=O)C1=C(C)NC(=S)NC1c1ccc(-c2cccc(Cl)c2)o1 (configuration not stated)	-23.4	-3.2	-1.1	5.5	-3.5	0.4	-10.7	0.1	-1.3
COc1cnc(-c2ccccn2)nc1Oc1ccccc1Cl	8.0	3.1	-0.7	8.8	6.6	1.4	10.2	1.5	-8.9
COc1ccc(OC)c(C(=O)COC(=O)CNC(=O)C2CCCCC2)c1	-4.8	-4.2	3.8	4.2	2.4	5.5	-9.5	0.1	2.3
Cc1ccc(S(=O)(=O)N(CC(=O)N2CCOCC2)c2ccc(C(C)C)cc2)cc1	-39.1	-2.3	6.6	2.0	-2.5	-3.9	-10.8	3.6	1.9
CCCCN1C(=O)C(=O)NC[C@@H]1CC1CCCCC1	x	3.2	6.8	x	0.8	x	-15.1	0.8	2.5
OC1CCCN(Cc2ccccc2)C1 (configuration not stated)	2.5	-1.6	6.2	8.8	-3.5	0.2	-2.8	0.2	-1.5
CC1=C(C(=O)N(C)C)CC(CC(=O)NCCCCc2ccccc2)C(=O)N1Cc1ccc(C(C)(C)C)cc1 (configuration not stated)	-0.1	-1.6	-7.8	1.6	-4.5	-0.4	-6.2	9.1	9.6

Screens as filed in PubChem.
